Screening results as filed in PubChem BioAssay.
AHR act: activators of human aryl hydrocarbon receptor; P35869; AHR-responsive luciferase reporter cells, luminescence; activation, % at 5 µM; 2.5% of 320,000 active; AID 2796; in the data active = activation above about 47%;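 also: 0% = vehicle wells and 100% = reference agonist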
Target sequence (P35869 whole entry, looked up): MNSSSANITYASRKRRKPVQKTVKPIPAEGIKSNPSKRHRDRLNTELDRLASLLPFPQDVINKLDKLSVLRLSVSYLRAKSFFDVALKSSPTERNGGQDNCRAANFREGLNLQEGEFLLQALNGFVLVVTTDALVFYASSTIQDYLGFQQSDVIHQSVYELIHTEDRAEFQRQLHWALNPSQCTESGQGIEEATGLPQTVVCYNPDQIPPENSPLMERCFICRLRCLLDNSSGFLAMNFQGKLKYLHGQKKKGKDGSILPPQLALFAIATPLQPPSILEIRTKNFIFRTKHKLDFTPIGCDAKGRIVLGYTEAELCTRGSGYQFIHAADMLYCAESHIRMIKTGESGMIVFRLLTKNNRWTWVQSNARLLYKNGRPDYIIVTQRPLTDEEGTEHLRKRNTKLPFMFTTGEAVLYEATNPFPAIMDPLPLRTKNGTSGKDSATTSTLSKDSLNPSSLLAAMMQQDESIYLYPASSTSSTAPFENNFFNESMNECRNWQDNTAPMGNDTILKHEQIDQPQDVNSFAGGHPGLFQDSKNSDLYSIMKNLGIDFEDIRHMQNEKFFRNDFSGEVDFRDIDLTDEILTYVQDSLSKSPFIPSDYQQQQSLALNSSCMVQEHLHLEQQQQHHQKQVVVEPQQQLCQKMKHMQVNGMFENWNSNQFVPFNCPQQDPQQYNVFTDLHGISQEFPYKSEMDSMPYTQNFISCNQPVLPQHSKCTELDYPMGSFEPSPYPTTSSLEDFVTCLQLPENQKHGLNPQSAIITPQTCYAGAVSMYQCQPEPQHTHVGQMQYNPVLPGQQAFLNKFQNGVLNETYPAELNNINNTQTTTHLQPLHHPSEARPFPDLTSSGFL
LAP4-GFP MLPCN: alters LAP4-GFP fluorescence in TOR pathway yeast screen | S. cerevisiae LAP4-GFP multiplex, flow cytometry GFP, 3 h; median GFP as percent of DMSO wells | GFP response vs DMSO, % at 10 µM | 0.34% of 320,000 active | AID 2023;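 active = GFP response vs DMSO above a set limit, about the screen mean plus 3 SD, cut at about 150% in these data; inconclusive = under 70 cell events counted for the yeast strain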
Yeast superoxide: lowers age-related superoxide in aged yeast cells. 0.18% of 330,000 active. superoxide response (% of plate mean), % at 10 µM. S. cerevisiae aged cells, superoxide DHE fluorescence; active compounds read low;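 active = superoxide response under a set limit, about three screen SD below normal, cut at about 65% in these data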;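 also: yeast aged for seven days with compound at 30 °C before DHE staining; 100% = average MFI of all compound-treated wells on the plate with controls excluded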
AGP1 TOR yeast: alters AGP1-GFP fluorescence in TOR pathway yeast screen | S. cerevisiae AGP1-GFP multiplex flow cytometry, 3 h; GFP as percent of DMSO wells | GFP response vs DMSO, % at 10 µM | 0.02% of 320,000 active | AID 2066;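 active = GFP response relative to DMSO above a set limit, near screen average plus 3 SD, cut at about 150% in these data; inconclusive = fewer than 70 cells counted for the yeast strain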;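 also: median GFP channel fluorescence of the gated AGP1 strain per well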
MEP2-GFP yeast: alters MEP2-GFP fluorescence in TOR pathway yeast screen; S. cerevisiae MEP2-GFP strain, flow cytometry GFP, 3 h; 100% = DMSO control level; GFP response vs DMSO, % at 10 µM; 0.51% of 330,000 active; AID 2016;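 active = GFP response versus DMSO above a set limit, roughly screen mean plus 3 SD, cut at about 180% in these data; inconclusive = fewer than 70 cells counted for a yeast strain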;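 also: median GFP fluorescence of the barcode-gated MEP2-GFP cells per well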
Efflux pump inh: inhibitors of Candida antifungal efflux pumps expressed in yeast. 0.44% of 330,000 active. inhibition, % at 10 µM. S. cerevisiae Candida pump triplex, Nile Red efflux. AID 485275;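 active = plate passing quality check with inhibition over a set limit, or well fluorescence over plate mean plus 4 SD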;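 also: Nile Red retained in pooled yeast measured as flow cytometry median fluorescence; 0% = buffer negative control and 100% = Enniatin B positive control; higher means more Nile Red kept so more efflux inhibition; some compounds called inactive have numbers as strong as hits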
RPL19A TOR yeast: modulators of TOR pathway RPL19A-GFP in S. cerevisiae; S. cerevisiae RPL19A-GFP strain, flow cytometry, 3 h; active compounds read low; percent response vs DMSO, % at 10 µM; 0.3% of 330,000 active;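 active = percent response vs DMSO below 50%; inconclusive = fewer than 70 events counted for the yeast strain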;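 also: median channel GFP fluorescence of the barcoded RPL19A-GFP strain; ratio of sample median GFP to plate DMSO average so 100% = DMSO; lower means less RPL19A-GFP as with rapamycin TOR inhibition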
CIT2 TOR yeast: yeast TOR pathway CIT2-GFP modulation; S. cerevisiae CIT2-GFP strain, flow cytometry, 3 h; 100 means same as DMSO wells; GFP response vs DMSO, % at 10 µM; 0.065% of 320,000 active; AID 2029;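 active = GFP response relative to DMSO above a set limit, near the screen mean plus 3 SD, cut at about 150% in these data; inconclusive = Fewer than 70 cells measured for a yeast strain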;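 also: ratio of well median GFP fluorescence to mean of DMSO wells on the plate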
Numbers without * were called inactive; ? = inconclusive; . = not tested or not shown; [ ] = dose if it differs, or a comment.

SMILES	AHR act	LAP4-GFP MLPCN	Yeast superoxide	AGP1 TOR yeast	MEP2-GFP yeast	Efflux pump inh	RPL19A TOR yeast	CIT2 TOR yeast
O=C(CSc1nnc(CNC(=O)c2ccco2)o1)Nc1cccc(Cl)c1	5	101	100	103	97	0.1	97	97
CN(C)CCCN(C(=O)c1cc(Cl)sc1Cl)c1nc2cc3c(cc2s1)OCO3	8	98	103	102	98	0.1	100	112
COC(=O)c1nnn(-c2nonc2N)c1CN1CCCC1	1	90	95	100	105	0.0	104	104
O=C(Cc1cccs1)N1CCC(c2nc3c(nnn3Cc3ccc(F)cc3)c(=O)[nH]2)CC1	-1	91	113	96	100	0.1	100	.
Cc1ccc2nc(N(CCN(C)C)C(=O)C3=COCCO3)sc2c1	11	97	102	107	108	-0.1	96	161*
O=C(Nc1cc([N+](=O)[O-])ccc1O)c1cccc([N+](=O)[O-])c1	5	99	98	100	109	0.1	106	103
CCC(NC(=O)NCc1ccccc1)(C(F)(F)F)C(F)(F)F	-1	92	114	93	101	-0.1	99	103
CCOC(=O)c1c(NC(=O)CCl)sc(C(=O)N(CC)CC)c1C	15	108	94	103	104	0.0	97	95
CO/N=C/CC(=O)c1ccc(OC)cc1	-4	92	92	94	101	0.0	103	98
COc1ccccc1C(=O)COC(=O)COc1cccc2c1OC(C)(C)C2	3	102	98	106	88	0.1	104	115
O=C(c1cc2ccccn2n1)N1CCN(Cc2ccccc2)CC1	5	98	116	97	101	0.1	95	102
O=C(CN1C(=O)NC2(CCCC2)C1=O)N1CCN(S(=O)(=O)c2ccccc2)CC1	0	90	116	91	105	-0.1	104	103
Cc1ccc(C)c(S(=O)(=O)N2CCCOC2CNC(=O)C(=O)NCCC2=CCCCC2)c1 (stereo not drawn)	0	86	86	88	98	0.2	98	93
COc1cccc(NC(=O)Nc2nnc(Cc3ccc(F)cc3)s2)c1	5	93	140	100	103	0.0	102	104
CCCCn1nc(C(=O)N(CC)CC(=O)Nc2c(F)cccc2F)c2ccccc2c1=O	1	102	89	98	97	-0.1	99	102
O=C(CCCN1C(=O)c2ccccc2C1=O)N1CCOCC1	3	94	117	87	95	0.3	98	89
CN(C)C(/C=C/Nc1ccccc1F)=C(C#N)C#N	-3	98	110	96	95	-0.1	98	105
O=C(Nc1ccc(Br)cc1)C(c1ccccc1)c1ccccc1	1	102	128	98	100	0.1	95	98
CC(=O)Nc1ccc(S(=O)(=O)N2CCC(c3nnc(-c4ccc(C)cc4)o3)CC2)cc1	5	120	102	119	102	0.2	106	118
O=C1c2ccccc2CN1CCNS(=O)(=O)c1ccc(Cl)cc1	-2	107	110	104	99	0.0	102	100
CC1CCCN(C(=O)CCNC(=O)c2ccccc2Cl)C1 (stereo not drawn)	4	93	91	97	99	0.7	98	96
CC(Sc1nnc(-c2ccco2)n1C)C(=O)Nc1nccs1 (stereo not drawn)	2	92	101	113	91	0.0	101	101
CS(=O)(=O)c1ccc2nc(N)sc2c1	1	100	92	102	98	0.1	96	102
CC(=O)Nc1ccc(OCc2cnc(Cl)s2)cc1	1	109	117	96	92	0.1	95	93
Cc1ccccc1NC(=O)CSc1nnc(Cc2ccccc2)c(=O)n1N	3	93	98	89	95	0.1	86	93
Going on with the list:
SMILES	AHR act	LAP4-GFP MLPCN	Yeast superoxide	AGP1 TOR yeast	MEP2-GFP yeast	Efflux pump inh	RPL19A TOR yeast	CIT2 TOR yeast
Cn1c(=O)c2c(nc(NCCCN3CCOCC3)n2Cc2cccc(Cl)c2)n(C)c1=O	-2	96	94	97	99	0.2	99	80
CCc1nnc(NC(=O)Cc2ccc(Br)cc2)s1	1	113	90	99	92	0.1	88	92
Cc1cc(Nc2ccccc2)nc(NCc2ccccc2)n1	19	92	78	98	107	-0.2	102	112
CCc1nnc(NC(=O)C2CCC(CNc3c(N4CCCCC4)c(=O)c3=O)CC2)s1 (stereo not drawn)	0	104	116	95	104	0.0	88	95
COc1ccc(S(=O)(=O)NC(C)C(=O)Nc2ccc3c(c2)OCO3)cc1OC (stereo not drawn)	0	92	92	106	112	0.1	107	102
COCCNC(=O)C1Cc2c(ccc3ccccc23)O1 (stereo not drawn)	-2	102	103	103	105	-0.1	109	96
CC1CC(C)CN(C2CCCCC2NS(=O)(=O)c2ccc(Cl)cc2)C1 (stereo not drawn)	0	98	108	103	99	-0.4	101	100
O=C(Nc1ccc(C(F)(F)F)cc1)c1cc(-c2cccnc2)nc2ccc(Br)cc12	8	101	92	95	107	-0.1	98	95
COC(=O)c1c(C(=O)OC)c(-c2cccc(C)c2)n2c1CS(=O)C2 (stereo not drawn)	0	112	105	106	98	0.1	98	98
CC(C)Cc1nc(SCC(=O)Nc2ccc(S(N)(=O)=O)cc2)n[nH]1	0	98	105	103	101	-0.1	102	104
CC(=O)N1CCN(c2ccc(NC(=O)c3ccc(C)cc3)cc2)CC1	-3	107	95	114	102	-0.1	107	113
CCOC(=O)c1ccc2[nH]c3c(c2c1)CCCC3O (stereo not drawn)	3	105	90	94	96	0.0	95	87
CNc1ccc(C(O)(C(F)(F)F)C(F)(F)F)cc1C(O)(C(F)(F)F)C(F)(F)F	1	80	106	109	108	0.1	108	.
CCOC(=O)Cn1c(-c2ccccc2)ccc(C#N)c1=O	1	101	88	96	98	0.0	96	104
Cc1ccc(Nc2nnc(SCC(=O)Nc3cccnc3Cl)s2)cc1C	2	101	112	108	111	0.1	104	101
CCCC(=O)Nc1ccccc1NC(C)=O	11	96	86	97	96	-0.1	99	100
CCC(=O)Nc1cc(C(F)(F)F)ccc1N1CCOCC1	2	97	90	102	106	0.0	106	100
Cc1cc(C)n(-c2nc3ccccc3nc2N2CCN(S(=O)(=O)c3ccc4ccccc4c3)CC2)n1	-3	98	97	106	102	-0.8	.	99
CC1CCCN(C(=O)COC(=O)COc2ccc(Cl)cc2)C1 (stereo not drawn)	-1	104	111	106	102	-0.1	102	110
CN(C)CCOC1c2ccccc2CSc2ccccc21 (stereo not drawn)	-2	115	100	107	103	-0.1	99	101
CCOc1ccc(C(=O)NCCC(=O)NCCCC(=O)O)cc1	-2	87	111	87	97	0.1	95	90
O=C(CN1C(=O)NC2(CCCC2)C1=O)c1ccc(Cl)s1	1	101	89	96	80	-0.1	90	90
O=C(CSc1nc2ccccc2[nH]1)NCCN1CCCCC1	7	99	120	105	99	-0.1	100	99
Cc1nn(CC(=O)N/N=C/c2ccc3c(c2)OCO3)c(C)c1Br	4	88	95	98	99	0.0	99	96
Cc1occc1C(=O)NNC(=S)Nc1ccccc1	-4	99	113	104	100	-0.1	102	97
Next part.
SMILES	AHR act	LAP4-GFP MLPCN	Yeast superoxide	AGP1 TOR yeast	MEP2-GFP yeast	Efflux pump inh	RPL19A TOR yeast	CIT2 TOR yeast
O=C(COc1ccccc1)N/N=C/c1ccc([N+](=O)[O-])o1	1	99	144	90	104	0.3	104	95
CCc1ccc(CCC(=O)Nc2nnc(CC)s2)o1	12	111	117	113	108	0.0	109	106
O=C(COC(=O)COc1ccc(Cl)cc1)NC1CCS(=O)(=O)C1 (stereo not drawn)	-1	102	86	104	97	0.1	98	97
O=C1CC(C(F)(F)C(F)(F)C(F)(F)C(F)(F)F)=Nc2ccccc2N1	5	99	108	110	106	0.0	102	100
Cc1cc(C(=O)CSc2nnc(-c3ccccc3)o2)c(C)n1CC1COc2ccccc2O1 (stereo not drawn)	0	91	107	.	89	0.2	89	85
Cc1cccc2c1-c1sc(C(=O)Nc3nccs3)cc1CO2	149*	108	106	100	108	0.0	90	108
CCOC(=O)c1c(NC(=O)CSc2nnc(C)s2)sc2c1CCCCC2	6	117	117	101	107	0.0	101	96
Cc1cc(C)c(/C=N/n2c(C)cc(C)c(C#N)c2=O)c(C)c1	-8	94	102	92	89	0.0	99	90
O=C(NNC(=O)C1CCN(S(=O)(=O)c2cccc(C(F)(F)F)c2)CC1)C1CC1	0	98	125	103	96	0.1	96	98
CCOC(=O)C(C)Sc1ncnc2nc[nH]c12 (stereo not drawn)	-1	106	87	103	105	0.1	97	94
CCC(CC)C(=O)Nc1c2c(nn1-c1ccc(C)cc1)CS(=O)(=O)C2	2	93[may fluoresce violet]	113	87[may fluoresce violet]	96[may fluoresce violet]	0.0	105[may fluoresce violet]	?
CC(=O)c1cc(CN2CCN(Cc3ccc(C)cc3)C(CCO)C2)cs1 (stereo not drawn)	-2	94	83	109	109	-0.1	110	104
O=C(N/N=C/c1ccccn1)c1ccc(S(=O)(=O)N2CCCCCC2)cc1	7	89	106	97	101	-0.1	106	104
O=C1c2ccccc2C(Nc2ccc3c(c2)OCO3)N1Cc1ccco1 (stereo not drawn)	18	114	80	109	106	0.0	99	122
O=c1oc(-c2ccccc2)nc2c1C1(CCCCC1)Cc1ccccc1-2	-2	105	130	95	103	0.2	101	99
O=C(COC(=O)CCC(=O)c1ccccc1)NCCc1ccccc1	1	96	109	97	96	0.0	94	92
COc1ccc(C(=O)C(c2ccccc2)N2CCOCC2)cc1 (stereo not drawn)	-2	96	101	98	95	0.0	96	94
CCN(CC(=O)N1CCOCC1)S(=O)(=O)c1ccc2ccccc2c1	.	103	107	98	111	0.3	104	104
COc1ccc(C2=NN(CN3C(=O)C(=O)c4ccccc43)C(c3ccc(C)cc3)C2)cc1 (stereo not drawn)	17	91	103	95	91	0.0	101	105
CCN(CC)S(=O)(=O)c1ccc2oc(C(=O)NCC3COc4ccccc4O3)c(C)c2c1 (stereo not drawn)	1	106	102	108	101	-0.1	103	108
COc1cccc(/C=C(\C#N)c2nc3ccc(C)cc3[nH]2)c1OCC(=O)O	31	81	105	97	100	0.4	106	101
O=C(c1ccccc1)N(Cc1ccc2c(c1)OCO2)Cc1nc2ccccc2c(=O)[nH]1	8	102	78	103	101	-0.1	105	104
O=C(NCc1ccco1)c1cc2sccc2n1Cc1ccc(F)cc1	7	97	95	94	100	0.1	100	98
CCCCC1C2=C(CC(C)(C)CC2=O)OC2=C1C(=O)CC(C)(C)C2	12	96	108	103	107	0.0	101	94
Cc1ccnc(NC(=O)CCC(=O)N(CC(=O)NC(C)(C)C)C2CCCC2)c1	7	102	94	101	100	0.0	99	103

Shown as a hit in AHR act, of those listed so far:
| SMILES | AHR act | LAP4-GFP MLPCN | AGP1 TOR yeast | MEP2-GFP yeast | Efflux pump inh | RPL19A TOR yeast | CIT2 TOR yeast |
| --- | --- | --- | --- | --- | --- | --- | --- |
| Cc1cccc2c1-c1sc(C(=O)Nc3nccs3)cc1CO2 | 149* | 108 | 100 | 108 | 0.0 | 90 | 108 |

Other results:
SMILES	AHR act	LAP4-GFP MLPCN	Yeast superoxide	AGP1 TOR yeast	MEP2-GFP yeast	Efflux pump inh	RPL19A TOR yeast	CIT2 TOR yeast
CCn1cc(CCCC(=O)NCc2ccccc2OC)c2ccccc21	.	99	100	90	101	0.0	98	89
CCOC(=O)C1=C(c2ccccc2)NC(=S)NC1c1ccc(Cl)cc1 (stereo not drawn)	2	97	89	93	92	0.0	94	89
CCOC(=O)C1=C(CN2CCc3ccccc32)NC(=O)NC1c1ccc(Cl)cc1 (stereo not drawn)	2	105	118	103	106	0.1	100	94
CN(C)CCCNC(=O)c1cc(C(=O)c2ccccc2)c[nH]1	-1	104	101	112	111	0.1	111	109
CCOc1cc(N2CCOCC2)c(OCC)cc1NS(=O)(=O)c1ccc(Cl)s1	1	104	135	96	98	0.3	92	84
CCOC(=O)c1ccc(NC(=O)CC2SC3=NCCN3C2=O)cc1 (stereo not drawn)	2	99	87	96	94	-0.2	95	97
C=CCn1c(NCc2c[nH]c3ccccc23)nc2ccccc21	15	107	92	.	106	0.0	102	109
Cc1ccccc1CC1(CO)CCCN(C(=O)Cc2c(F)ccc(F)c2F)C1 (stereo not drawn)	.	98	97	104	102	-0.1	102	99
CCOc1ccc(NC(=O)c2c(OC)cccc2OC)cc1	51*	102	92	97	107	0.1	99	98
